DRD3 agonist = qHTS of D3 Dopamine Receptor Agonist: qHTS; D3R DiscoveRx beta-arrestin cells, luminescence, 90 min; AID 652048, 2013; D(3) dopamine receptor (Homo sapiens), P35462; 0.58% of 410,000 active; max activation, %; in the data active means max activation above about 30%; further: 0% is about no effect; mostly tested at two doses, the higher about 12 µM
Target sequence (P35462 whole entry, looked up): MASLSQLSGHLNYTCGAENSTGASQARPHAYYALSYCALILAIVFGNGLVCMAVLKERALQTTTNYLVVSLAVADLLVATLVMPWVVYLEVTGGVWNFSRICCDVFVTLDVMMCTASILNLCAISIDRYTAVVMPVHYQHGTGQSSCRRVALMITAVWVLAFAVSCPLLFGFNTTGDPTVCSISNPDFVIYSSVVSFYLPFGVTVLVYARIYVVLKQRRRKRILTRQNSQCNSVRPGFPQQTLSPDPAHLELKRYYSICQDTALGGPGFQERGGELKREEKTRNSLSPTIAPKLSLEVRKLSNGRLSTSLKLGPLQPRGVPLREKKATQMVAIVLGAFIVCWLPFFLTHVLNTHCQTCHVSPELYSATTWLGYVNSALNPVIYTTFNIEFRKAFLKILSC
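Agonist mode: compounds and dopamine controls were applied to plated cells for 90 min at 37 degrees C after an overnight attachment at 1500 cells/well. Luminescent read-out followed 30 - 60 minutes at room temperature with DiscoveRx detection reagent.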
IL1B secr inh = qHTS for Inhibitors of Inflammasome Signaling: IL-1-beta AlphaLISA Primary Screen; THP-1 LPS/ATP IL-1B secretion, AlphaLISA, 16 h; active compounds read low; activity change, % at 57.5 µM; 4.7% of 360,000 active; in the data active means activity change below about -50%; inconclusive means mostly about -30% to -49%; further: on the % scale 0 is the no-effect control and ±100 the full control effect
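Secreted IL-1B measured by AlphaLISA bead assay after 16 h compound exposure of THP-1 cells; compounds (final up to 57.5 uM) added 1 h before LPS (250 ng/mL) and ATP (1.25 mM) stimulation; lower signal means less secretion.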
HT1080NT lethal = qHTS for induction of synthetic lethality in tumor cells producing 2HG: qHTS for the HT-1080-NT fibrosarcoma cell line. HT-1080-NT fibrosarcoma viability, CellTiter-Glo ATP luminescence, 48 h. Potency, µM (series often up to 46.1 µM), for inactives: at the top dose activity, negative = less viability, actives largely listed as cytotoxic. 1.6% of 360,000 active. AID 686970, 2013;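 further: NT is the 2HG producing partner of a matched IDH1 knockdown line; potency means the concentration at half of the fitted maximal effect; 0% = DMSO-treated cells and -100% = media-only wells without cells; nearly all actives have a fitted effect of over 55% in size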
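HT-1080-NT fibrosarcoma cells (2HG-overproducing), 750 cells/well in RPMI with 5% FBS, dosed after 2 h and incubated 48 h at 37C. CellTiter-Glo luminescence normalized to DMSO and no-cell wells; concentration-response curves fitted and classed.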
KB-3-1 tox = qHTS assay for MDR1-selective chemotherapeutics: Primary screen using the parental adenocarcinoma cell KB-3-1; KB-3-1 viability, CellTiter-Glo ATP luminescence, 72 h; Potency, µM (titrated, usually from 46.1 µM), for the others: at the top dose activity change, negative = cytotoxic, hits mostly cytotoxic; 1.4% of 400,000 active; further: potency means the concentration at half of the fitted maximal effect; on the % scale 0 is the no-effect control and ±100 the full control effect; nearly all actives have a fitted effect of over 60% in size
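Here the drug-naive KB-3-1 line serves as comparator for MDR sub-line selectivity; cells received compound titrations, 72 h at 37 °C, then CellTiter-Glo readout.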
HT1080 IDH1KD tx = qHTS for induction of synthetic lethality in tumor cells producing 2HG: qHTS for the HT-1080-IDH1KD cell line. Potency, µM (highest dose often 46.1 µM), without a hit: top-dose activity, negative = toxicity, actives largely listed as cytotoxic. HT-1080 IDH1 knockdown viability, ATP luminescence, 48 h. 2% of 360,000 active;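 further: potency means the concentration at half of the fitted maximal effect; 0% = DMSO wells and -100% = cell-free medium wells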
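Assay cells: HT-1080 with IDH1 knockdown, 750 per well, RPMI/5% FBS. Exposure: 48 h at 37 °C following 2 h pre-incubation. Read: CellTiter-Glo luminescence; fitted concentration-response, curve class assigned.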
KB-V1 MDR tox = qHTS assay for MDR1-selective chemotherapeutics: Primary screen using the drug-selected MDR subline cells KB-V1; 3.4% of 400,000 active; AID 1347076, 2019; Potency, µM (highest dose often 46.1 µM), inactives show top-dose activity change, negative = cytotoxicity, hits mostly cytotoxic; KB-V1 MDR cells viability, CellTiter-Glo, 72 h; further: potency means the concentration at half of the fitted maximal effect; on the % scale 0 is the no-effect control and ±100 the full control effect; nearly all actives have a fitted effect of over 60% in size
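Readout: CellTiter-Glo luminescence, 10 min after addition. Cells: KB-V1 MDR subline, 72 h at 37 degrees C with compound. Analysis: corrected, normalized data fitted to concentration-effect curves.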
MCF10A rerep = A quantitative high throughput screen for small molecules that induce DNA re-replication in MCF 10a normal breast cells. MCF 10A DNA re-replication, Hoechst nuclear intensity, 48 h. Potency, µM (titrated, usually from 46.1 µM), without a hit: top-dose activity, positive = re-replication, actives largely listed as activators. 2.9% of 350,000 active; further: potency means the concentration at half of the fitted maximal effect; % of control where 0% means no effect; nearly all actives have a fitted effect of over 50% in size
GLP1R cytotox = qHTS of GLP-1 Receptor Inverse Agonists: Cytotox Screen. HEK293 cAMP-luciferase reporter cells, luminescence, 24 h. Potency, µM (highest dose often 38.3 µM), without a hit: at the highest dose activity change, negative = inhibition, usual class: inhibitors. 0.13% of 410,000 active. AID 624418, 2012;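 further: loss of luciferase light is scored as toxicity; potency means the concentration at half of the fitted maximal effect; on the % scale 0 is the no-effect control and ±100 the full control effect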
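Cells in DMEM/10% Nu serum/1% pen-strep, 1536-well format. Pre-incubated 12 h, dosed with 23 nL compound, incubated a further 24 h. Luciferase detection, 12 min at room temp, luminescence.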
SW480 rerep = A quantitative high throughput screen for small molecules that induce DNA re-replication in SW480 colon adenocarcinoma cells. SW480 DNA re-replication, Hoechst DNA content imaging, 48 h. AID 624297, 2012. Potency, µM (titrated, usually from 46.1 µM), without a hit: top-dose re-replication activation, actives largely listed as activators. 1.8% of 340,000 active; further: potency means the concentration at half of the fitted maximal effect; % of control where 0% means no effect; nearly all actives have a fitted effect of over 55% in size
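Per well, 250 cells were exposed to pinned compound for 48 hr. Nuclear DNA was visualised with Hoechst (40 min, 37 C) and total object intensity recorded by fluorescence scanning.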
* = called active by the depositor; u = inconclusive; x = no result given; [ ] = another dose, or the depositor's remark. Unless noted, the call rests on the fitted dose curve; in most records, active means well fitted curve in the direction sought with a large enough effect; inconclusive means small, poorly fitted or top-dose-only effect, or another doubt; inactive means no such curve, though single readings can be large; an effect the other way counts as inactive or inconclusive.

The opening 2 entries, ahead of the listing:
Fields: DRD3 agonist	IL1B secr inh	HT1080NT lethal	KB-3-1 tox	HT1080 IDH1KD tx	KB-V1 MDR tox	MCF10A rerep	GLP1R cytotox	SW480 rerep
CC(=O)c1cc2c(cc1NC(=O)CN1CCN(c3cccc(C(F)(F)F)c3)CC1)OCO2
 : -5.9	36.8	5.7%	0.9%	-2.9%	u	7.1%	-8.9%	-0.9%
COc1ccc(-c2nn(-c3ccccc3)cc2C(=O)n2nnc3ccccc32)cc1
 : -9.7	1.9	-0.1%	8.1%	-1.9%	-2.4%	-5.9%	7.8%	3.3%

All compounds of this part, previewed entries included:
Fields: DRD3 agonist	IL1B secr inh	HT1080NT lethal	KB-3-1 tox	HT1080 IDH1KD tx	KB-V1 MDR tox	MCF10A rerep	GLP1R cytotox	SW480 rerep
CC(=O)c1cc2c(cc1NC(=O)CN1CCN(c3cccc(C(F)(F)F)c3)CC1)OCO2
 : -5.9	36.8	5.7%	0.9%	-2.9%	u	7.1%	-8.9%	-0.9%
COc1ccc(-c2nn(-c3ccccc3)cc2C(=O)n2nnc3ccccc32)cc1
 : -9.7	1.9	-0.1%	8.1%	-1.9%	-2.4%	-5.9%	7.8%	3.3%
CCC(=O)N1CCCn2c1nc1ccccc12
 : 4.1	-3.6	10.4%	-3.3%	13.5%	10.5%	1.5%	2.0%	-2.1%
COc1ccccc1-n1c(=S)sc2c(=O)n(Cc3ccco3)c(SC)nc21
 : -16.2	-9.6	-5.4%	-9.3%	-1.1%	14.6µM*	7.5%	6.7%	7.2%
COc1ccc(CCNC(=O)COC(=O)/C=C/c2cccc(F)c2)cc1
 : -0.8	-10.7	2.3%	14.3%	-14.3%	0.0%	0.1%	2.9%	-3.9%
Cc1c(C)c2ccc(OC(C)C(=O)N[C@@H](Cc3c[nH]c4ccccc34)C(=O)O)c(C)c2oc1=O (some centres not stated)
 : -15.0	14.1	-1.6%	0.0%	7.9%	0.0%	-19.5%	6.1%	14.9%
COc1ccccc1C(=O)NCCn1cc(SCC(=O)Nc2nnc(C)s2)c2ccccc21
 : 1.1	-5.7	-2.4%	-7.8%	1.2%	-8.9%	15.9%	-10.2%	8.7%
COc1cccc(C(Nc2ccccn2)c2oc(CO)cc(=O)c2O)c1 (configuration not stated)
 : 0.1	-5.3	-1.4%	1.2%	6.7%	13.4%	-2.0%	8.7%	-37.1%[inhibitor]
Cc1ccccc1C(=O)NCCCNC(=O)c1ccccc1C
 : -0.5	-14.6	23.0%	-4.9%	26.1%	-1.2%	u	5.1%	-2.2%
O=c1c2ccccc2n2c(-c3ccc(Cl)cc3)nnc2n1CCc1ccccc1
 : -7.6	x	x	-8.2%	x	8.8%	x	0.0%	x
CCCC1(C(=O)O)NC(c2ccc(OC)cc2O)C2C(=O)N(c3ccc(OC)cc3)C(=O)C21 (configuration not stated)
 : -0.2	1.6	6.7%	3.4%	0.7%	u	-4.8%	-13.6%	4.9%
CN1C(=O)c2c(C(=O)Nc3ccc(Oc4ccncc4)cc3)[nH]c(-c3ccccc3)c2C1=O
 : 8.7	28.1	1.5%	0.0%	12.9%	5.6%	x	0.9%	x
COCCCN1C(=O)C(O)=C(C(=O)c2ccco2)C1c1ccc(Br)cc1 (configuration not stated)
 : 1.2	33.7	9.6%	1.4%	21.6%	-5.9%	-8.4%	-13.6%	-4.1%[9.22 µM]
COc1ccc(C=O)cc1COc1ccc2c(c1)OCO2
 : -3.8	47.4	u	u	23.1µM*	u	u	-10.7%	3.66µM*
COc1ccc(NC(=O)Nc2ccc(CC(=O)O)cc2)cc1
 : -11.0	4.6	11.2%	5.3%	9.9%	15.9%	1.4%	-1.2%	-24.3%
CCN(CC(=O)NCc1cccs1)C(=O)c1cc(Br)ccc1O
 : -1.9	-17.8	0.0%	-0.1%	0.9%	-2.7%	14.5%	-18.7%	3.5%
O=C1CC(=O)CC(c2ccccc2Cl)C1
 : 0.2	21.9	9.1%	1.5%	21.1%	19.2%	1.2%	-19.2%	-10.8%
CCOC(=O)c1cc2c(s1)-c1c(C)cccc1OC2
 : -3.1	4.8	-2.8%	-1.3%	-3.1%	5.1%	u	13.1%	14.9%
CNc1snc(C)c1C(=O)OC(C)C(=O)c1ccc(F)cc1 (configuration not stated)
 : 9.6	-20.2	6.7%	u	-3.8%	0.3%	0.0%	-8.9%	-7.3%
O=C(CCCc1ccccc1)NCCCN1CCOCC1
 : -4.9	-13.2	0.1%	-13.9%	12.1%	-12.1%	9.8%	-3.1%	-2.0%
Cc1ccc(SCC(=O)c2c(C)[nH]c3ccccc23)cc1
 : -13.5	0.8	28.9%	-1.0%	29.9%	13.5%	-4.8%	1.9%	-8.5%
CCOc1ccc(NC(=O)c2cc([N+](=O)[O-])ccc2N2CCOCC2)cc1
 : -6.4	3.4	u	3.7%	u	23.1µM*	u	u	u
COc1ccc(C2(C(=O)Nc3ccc(S(N)(=O)=O)cc3)CCCC2)cc1
 : 6.7	-1.6	-14.4%	-7.6%	-11.2%	-2.5%	10.0%	-11.1%	-6.6%
Cc1cccc(C)c1OCC(=O)Nc1ccc(N2CCOCC2)cc1
 : 1.8	-9.0	5.7%	0.2%	-1.5%	-2.7%	0.1%	1.1%	-0.2%
Cc1ccc2[nH]c(=O)c3cc(C(=O)N(C)c4ccc(Br)cc4)sc3c2c1
 : 3.7	x	x	-9.1%	x	-13.0%	x	-9.4%	x
CC(Oc1ccc(Br)cc1)C(=O)Nc1ccc(S(=O)(=O)NC2=NCCCCC2)cc1 (configuration not stated)
 : -4.7	1.8	-6.9%	-17.5%	0.5%	23.1µM*	-2.8%	-24.0%	-1.7%
O=C(CCN1CCN(Cc2ccccc2)CC1)Nc1cccc(Br)c1
 : -45.5	-16.1	-10.3%	1.4%	-16.5%	1.5%	-20.2%	16.4%	-2.2%
CCCn1c(SCc2nc3sc(C)c(C)c3c(=O)[nH]2)nc2ccccc2c1=O
 : 2.8	-8.4	1.7%	1.8%	5.8%	9.2µM*	u	-0.4%	-6.7%
CCCCOc1cccc(OCC(=O)Nc2nc3ccccc3[nH]2)c1
 : 1.9	0.6	-9.6%	0.0%	-9.2%	u	29.6%	-8.0%	x
OCCN1CNC(=S)NC1
 : -2.7	27.0	8.4%	12.3%	20.7%	12.9%	-0.4%	-4.1%	-0.2%
C/C(=N/O)c1c(O)c(C)c(-c2ccccc2)n(-c2ccccc2)c1=O
 : 0.7	-6.3	2.6%	5.4%	-3.2%	u	2.2%	7.9%	-4.0%
Cc1cc(C)n2nc(SCCC(=O)NCCc3ccccc3)nc2n1
 : 1.4	51.1	-3.5%	3.9%	-0.1%	14.6µM*	10.3%	3.0%	-3.0%
N#Cc1cc2c(nc1SCC(=O)Nc1sc3c(c1C#N)CCC3)CCCCC2
 : -8.8	-7.9	9.7%	6.5%	-3.9%	1.8%	0.82µM*	-5.4%	18.4µM*
COc1ccc(NC(=O)COC(=O)COc2cccc(Br)c2)cc1OC
 : 5.4	19.0	3.8%	1.5%	5.3%	15.4%	-3.9%	8.2%	-2.7%
O=c1[nH]c2ccccc2n1C1=CCCC1
 : -5.1	-17.5	1.6%	-9.4%	1.5%	-20.9%	-10.2%	17.9%	-3.4%
Cc1cc(C)cc(C(=O)NC(=S)Nc2ccc(-c3cc4ccccc4oc3=O)cc2)c1
 : 1.2	0.0	2.7%	u	15.4%	u	9.0%	0.3%	8.9%
CCC(C)Sc1oc(-c2ccco2)nc1S(=O)(=O)c1ccc(Cl)cc1 (configuration not stated)
 : -6.4	x	x	10.1%	x	-0.8%	x	20.5%	x
NS(=O)(=O)c1ccc(CCNCc2ccccc2OCc2ccc(Cl)cc2)cc1
 : -21.6	-80.5*	23.1µM*	u	14.6µM*	-15.0%	u	-28.9%	-1.0%
CCc1c(C)sc(NC(=O)c2cc(C)no2)c1C#N
 : -8.5	-5.5	-3.1%	-14.7%	-2.5%	-0.9%	8.1%	-14.4%	u
Cc1c(C(=O)N2CCCCC2C)sc2ncnc(N3CCc4ccccc4C3)c12 (configuration not stated)
 : -4.9	-96.6*	7.7%	-3.5%	-6.0%	u	u	0.0%	-2.3%
COc1ccc(C2CC(c3ccco3)n3ncnc3N2)cc1 (configuration not stated)
 : 1.0	-6.4	15.9%	-3.0%	0.2%	6.5%	0.9%	12.7%	-6.0%
COc1cc(C(C)=O)ccc1OCC(O)CN1CCN(c2ccc(C)cc2C)CC1 (configuration not stated)
 : -13.4	0.7	-17.2%	-12.5%	-10.0%	u	21.9%	u	-5.0%
COc1ccc(-c2cc(C(=O)N3CCN(c4ccccc4OC)CC3)c3cc(C(C)C)ccc3n2)cc1
 : -4.1	x	x	u	x	-21.7%	x	-17.2%	x
Cc1ccc(C(C(=O)NCC2CCCO2)N(C(=O)c2snc(C(N)=O)c2N)c2ccc(C(C)C)cc2)o1 (configuration not stated)
 : -8.1	-54.6*	-27.5%	-15.1%	-22.9%	-12.3%	u	-1.6%	18.4µM*

An unsorted share of the library. About 11% of those tested had a hit in this group.
